# SNCA expr inhib – SNCA gene expression inhibition. HEK-293 SNCA-luciferase knock-in, luminescence, 24 h. Potency, µM (top dose mostly 57.2 µM), for inactives: at the highest dose activity change, negative = inhibition, actives largely listed as inhibitors. 140,000 tested, 0.17% active. AID 1671194;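 note: potency is the fitted concentration of half-maximal effect; plate controls were DMSO cells for no effect and cell-free wells for full effect; nearly all actives have a fitted effect of over 45% in size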
# GPT2 inhibitor – GPT2 alanine aminotransferase inhibition. Recombinant GPT2, coupled pyruvate oxidase/HRP Amplex Red fluorescence. Potency, µM (doses to about 57.7 µM), inactives show at the highest dose activity change, negative = inhibition, most hits filed as inhibitors. 100,000 tested, 0.25% active; note: potency is the fitted concentration of half-maximal effect; nearly all actives have a fitted effect of over 60% in size; many of its hits are not listed in these tables
# Target sequence (Q8TD30 whole entry, looked up): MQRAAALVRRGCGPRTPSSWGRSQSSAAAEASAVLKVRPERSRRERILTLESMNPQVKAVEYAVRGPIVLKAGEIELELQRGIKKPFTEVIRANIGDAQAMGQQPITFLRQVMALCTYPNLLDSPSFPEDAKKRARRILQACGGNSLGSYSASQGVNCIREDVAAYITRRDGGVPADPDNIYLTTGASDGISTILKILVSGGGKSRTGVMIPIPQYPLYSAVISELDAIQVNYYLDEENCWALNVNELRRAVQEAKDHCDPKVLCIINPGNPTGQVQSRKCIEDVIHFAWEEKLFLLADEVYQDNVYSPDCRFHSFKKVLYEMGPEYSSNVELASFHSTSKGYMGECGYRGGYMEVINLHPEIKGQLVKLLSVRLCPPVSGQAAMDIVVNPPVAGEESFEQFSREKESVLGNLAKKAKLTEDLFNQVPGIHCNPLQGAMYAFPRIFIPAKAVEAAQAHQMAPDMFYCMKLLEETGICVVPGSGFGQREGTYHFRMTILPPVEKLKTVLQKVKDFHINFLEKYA
#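 Fluorescence of coupled pyruvate oxidase/HRP/Amplex Red system (50uM Amplex, 30 min, dark) reports pyruvate formed by GPT2. Enzyme reaction: 10ng/uL GPT2, 2mM L-alanine, 250uM a-KG, 30 min room temperature, pH 7.5; 50uM AOA control.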
# NIH3T3 tox – NIH 3T3 cell cytotoxicity; NIH 3T3 viability, CellTiter-Glo ATP luminescence, 48-72 h; Potency, µM (doses to about 96.7 µM), for inactives: top-dose activity change, negative = cytotoxicity, hits mostly inhibitors; 94,000 tested, 4.3% active; note: potency is the fitted concentration of half-maximal effect; nearly all actives have a fitted effect of over 55% in size
#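 Cytotoxicity was measured by CellTiter-Glo ATP luminescence after 48 or 72 h compound exposure at 37 °C. Mouse NIH 3T3 fibroblasts were seeded at 400 cells/well and dosed by 23 nL pin transfer.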
# HEK293 tox – kills HEK 293 cells. HEK 293 viability, ATP luminescence (CellTiter-Glo), 48-72 h. Potency, µM (doses to about 115 µM), inactives show top-dose activity change, negative = cytotoxicity, hits mostly inhibitors. 94,000 tested, 6.6% active; note: potency is the fitted concentration of half-maximal effect; nearly all actives have a fitted effect of over 60% in size
#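 Pintool-delivered compounds were incubated with HEK 293 cells (250 cells/well) at 37 degree Celsius for 48 or 72 hr. ATP-dependent luminescence (CellTiter-Glo) then reported remaining viable cells.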
# FLuc inh – inhibitors of firefly (Photinus pyralis) luciferase; 76,000 tested, 2.5% active; Potency, µM (series often up to 115 µM), for the others: at the top dose activity change, negative = inhibition, usual class: inhibitors; AID 1347043; P08659; purified P. pyralis luciferase, luminescence, biochemical; note: potency is the fitted concentration of half-maximal effect; nearly all actives have a fitted effect of over 65% in size
# Target sequence (P08659 whole entry, looked up): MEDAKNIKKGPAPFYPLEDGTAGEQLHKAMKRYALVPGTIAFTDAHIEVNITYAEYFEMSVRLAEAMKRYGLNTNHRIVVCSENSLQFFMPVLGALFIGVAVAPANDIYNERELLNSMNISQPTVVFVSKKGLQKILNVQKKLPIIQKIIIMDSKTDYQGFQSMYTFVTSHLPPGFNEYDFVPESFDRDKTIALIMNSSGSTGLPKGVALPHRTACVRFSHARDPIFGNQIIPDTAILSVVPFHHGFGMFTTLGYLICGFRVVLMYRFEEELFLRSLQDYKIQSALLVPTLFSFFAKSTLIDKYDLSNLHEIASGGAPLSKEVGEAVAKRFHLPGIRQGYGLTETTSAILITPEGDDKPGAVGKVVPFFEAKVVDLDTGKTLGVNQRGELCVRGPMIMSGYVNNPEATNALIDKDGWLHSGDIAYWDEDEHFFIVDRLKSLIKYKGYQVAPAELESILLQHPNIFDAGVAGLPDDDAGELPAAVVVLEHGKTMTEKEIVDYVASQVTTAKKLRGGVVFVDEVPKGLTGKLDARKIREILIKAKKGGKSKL
#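 Inhibitors were tested against purified firefly luciferase in a biochemical, low-substrate format (both substrates at 10uM) and luminescence measured with a CCD imager.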
# IP6K1 inhibitor – inhibitors of human IP6K1 | activity change, % (series mostly up to about 58 µM) | AID 1645851 | 140,000 tested, 0.81% active | Q92551 | IP6K1 kinase, ADP-Glo luminescence, 2 h; hits give low values; in the data active = activity change below about -25%
#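 ADP-Glo luminescence measures ADP made by human IP6K1 during a 2 h RT reaction with ATP/IP6 (mix at 1.3 mM/130 uM); top library doses 57.5 and 19.1 uM final.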
# SNCA viab count – reduces viability of HEK-293 SNCA reporter cells. Potency, µM (doses to about 57.1 µM), without a hit: at the top dose activity change, negative = cytotoxicity, most hits filed as cytotoxic. 150,000 tested, 0.12% active. AID 1671193. HEK-293-SNCA-luc viability, GF-AFC fluorescence, 24 h;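 note: potency is the fitted concentration of half-maximal effect; 0% = DMSO-treated cells and -100% = medium-only wells without cells; nearly all actives have a fitted effect of over 30% in size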
#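 HEK-293-SNCA-luc cells (1500/well) plated 24 h, then exposed 24 h to a dilution series; GF-AFC added 30 min at 37C, fluorescence 405/540 nm; normalised to medium-only and DMSO wells, Hill fit.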
# An asterisk follows results filed as active; i = inactive; u = inconclusive; x = not tested or not shown; [ ] = dose if it differs, or a comment. Unless noted, calls come from the whole dose curve; as a rule, active = well fitted curve in the direction sought with a large enough effect; inconclusive = small, poorly fitted or top-dose-only effect, or another doubt; inactive = no such curve, though single readings can be large; an effect the other way counts as inactive or inconclusive. Unless noted, % is set by controls: 0 for no effect and ±100 for the full control effect.
molecule	FLuc inh	SNCA viab count	GPT2 inhibitor	HEK293 tox	IP6K1 inhibitor	NIH3T3 tox	SNCA expr inhib
Cc1c(C(=O)OC2CCCCCC2)[nH]c2c1C(=O)CC(c1ccc(Cl)cc1)C2 (centres undefined)	x	2%	x	x	8	x	5%
COCCN1CCC(N2CCN(C(=O)c3ccc(Cl)s3)CC2)C1=O (centres undefined)	1%	-6%	i	-1%	22	-1%	u
O=C(Cn1cc(SCc2ccccc2)c2ccccc21)N1CCCCC1	x	-25%	x	x	15	x	102%[activator]
CC(=O)N1CCC(C(=O)N2CCn3nc(Cc4ccccc4)cc3C2)CC1	1%	2%	1%[11.5 µM]	i	18	-19%	-6%
Cn1ncc2c(C(=O)NC3CCc4ccccc43)cc(-c3cccc(C(F)(F)F)c3)nc21 (centres undefined)	x	x	x	u	1	-17%	x
CC(C)c1noc(C2CCCN2S(=O)(=O)N2CCCCCC2)n1 (centres undefined)	-11%	-4%	-1%	0%	-1	-20%	5%
COC(=O)c1ccc(OCC2c3cc(OC)c(OC)cc3CCN2C(=O)c2ccc(F)cc2)cc1 (centres undefined)	x	-18%	x	x	-2	x	-15%
O=C1Nc2ccc(-c3ccc(Cl)cc3)cc2C(=O)N2CCN(C(=O)c3cccc(F)c3)C[C@H]12	-19%	1%	1%	u	1	u	-27%
O=c1cc(CN2CCCC(c3nccn3Cc3ccccc3)C2)[nH]c(=O)[nH]1 (centres undefined)	-1%	10%	0%	-19%	-1	u	8%
Cc1cc(Br)ccc1NC(=O)C1CCCN(S(=O)(=O)c2cccc3nonc23)C1 (centres undefined)	x	-17%	x	x	2	x	-8%
CC[C@@]1(O)CCN(C(=O)CCc2nc(-c3ccco3)no2)C[C@H]1O	0%	-21%	-9%[11.5 µM]	5%	1	i	18%
CC(=O)Nc1ccc(S(=O)(=O)N[C@H]2CO[C@H]3[C@@H]2OC[C@@H]3Nc2nccc(-c3cccc(F)c3)n2)cc1	-3%	-14%	-7%	16µM*	8	u	u
CC(=O)N1CCN(C(=O)c2ccc3nnc(CC4CC4)n3c2)CC1	x	3%[87.6 µM]	i	-3%[172 µM]	-8	0%[138 µM]	14%[87.6 µM]
CC1(CCCCc2ccccc2)COc2ccc(C(=O)NCCc3cnc[nH]3)cc2N1 (centres undefined)	-1%[172 µM]	16%[87.6 µM]	u	u	-4	u	-22%[87.6 µM]
NC(=O)[C@H](CC1CCCCC1)NC(=O)[C@@H]1CN(C(=O)c2cccnc2)CCN1C(=O)C1CCNCC1	-1%	2%	i	i	2	0%	15%
Cc1cc(C)cc(-c2ccc(CN3CCCC3C(=O)N3CCCC3)cc2)c1 (centres undefined)	x	2%	i	u	-7	u	16%
COc1ccc(NC(=O)CN2C(=O)COc3ccc(S(=O)(=O)N4CCOCC4)cc32)cc1	x	1%	x	x	1	x	3%
CC(=O)N1CCN(c2ccc(C=O)cc2)C(=O)C1	x	1%[87.6 µM]	1%[88.5 µM]	5%[172 µM]	7	i	18%[87.6 µM]
COc1ccc(-c2cnc(C)o2)cc1S(=O)(=O)Nc1ccc(F)cc1F	x	5%	x	x	6	x	67%[activator]
O=C(CCc1ccccc1)N1CCc2nc3cc(-c4ccccc4)[nH]n3c(=O)c2C1	3%	8%	i	3%	14	i	2%
Cc1nc2ccc(S(=O)(=O)N(C)CC(=O)Nc3ccc(Br)c(C)c3)cc2s1	x	1%	x	x	-20	x	-5%
CCc1cccc2c(C(CC(=O)NCC(C)C)c3ccccc3OC)c[nH]c12 (centres undefined)	-15%	2%	i	u	-9	u	3%
COc1cc(OC)c(NC(=O)CN2CCCN(Cc3ccccc3C)S2(=O)=O)cc1Cl	x	-5%	x	x	4	x	37%[activator]
COc1cc(NC(=O)C(NC(=O)C2CCC(C)CC2)C(C)C)cc(OC)c1OC (centres undefined)	x	4%	x	x	-3	x	25%
CCCCNC(=O)c1sc2ncccc2c1-n1cccc1	x	-4%	x	x	-1	x	90%[activator]
COc1ccc(-n2nc(C(=O)Nc3ccc(C)cn3)c3c4ccccc4n(C)c3c2=O)cc1Cl	x	-4%	x	x	-2	x	-6%
Cc1onc(C(=O)N2CCCC(Cc3nncn3Cc3ccccc3)C2)c1Cn1cc(Cl)cn1 (centres undefined)	-5%	-1%	3%	-17%	-7	u	10%
Fc1cc(F)c2ncc3c(-c4ccccc4)nn(-c4cccc(Cl)c4)c3c2c1	x	5%	x	x	11	x	-2%
Cc1ccc(CNC(=O)N2CCCCCCNC(=O)[C@@H]3C[C@@H](C(=O)NCCc4cnc[nH]4)C[C@@H]32)cc1	5%	-6%	i	-3%	-6	-3%	-5%
COc1cc(C(=O)Nc2nnc(S(=O)(=O)N(C)c3ccccc3)s2)cc(OC)c1OC	x	7%	x	x	-11	x	5%
Cc1ccccc1C(=O)NC1CCCN(c2ccc3nnc(-c4ccccc4)n3n2)C1 (centres undefined)	x	x	x	u	2	u	x
CC1CCC2(C(=O)O)CCC3(C)C(=CCC4C5(C)CCC(O)C(C)(CO)C5CCC43C)C2C1(C)O (centres undefined)	x	-1%[23.9 µM]	4%[27.3 µM]	x	-15	x	x
O=C(Cn1cccc1-c1nc(-c2ccc(F)cc2)no1)Nc1cccc(Cl)c1	-2%	3%	i	-7%	17	-3%	-19%
CNC(=O)c1cc(C2CC2)nc2c1c(C1CCN([S+](=O)([O-])c3c(C)noc3C)C1)nn2C (centres undefined)	x	x	x	u	-1	u	x
Cc1ccc(S(=O)(=O)c2nc(-c3ccco3)oc2SCC(C)C)cc1	x	-25%	x	x	1	x	-4%
CCNC(=O)N1C[C@H]2OC(=O)N(Cc3ccc(OC)c(OC)c3)[C@H]2C1	1%	-3%	-10%	0%	4	i	-13%
COc1ccc(C(=O)N2CC(Oc3ccc(F)cc3C)C2)cc1	-6%[172 µM]	-12%[87.6 µM]	-12%[88.5 µM]	u	2	u	1%[87.6 µM]
O=C(NCCN1CCCCC1)C1CCN(c2cnn(CC3CC3)c(=O)c2)C1 (centres undefined)	0%	-5%	i	2%	-3	i	-16%
Cc1ccc(NC(=O)CSc2nc(=O)n(CCCN(C)C)c3c2CCC3)cc1F	x	-20%	x	x	4	x	-9%
Cn1cnnc1CC1CCN(C(=O)c2cccs2)CC1	-9%	-9%	i	0%	0	-1%	0%
COc1ccc(CC(=O)NC2CC(=O)N(c3cccc(F)c3)C2)cc1 (centres undefined)	x	17%	x	x	-19	x	32%[activator]
COc1cc(OC)c(NC(=O)c2cnn(-c3ccccc3)c2-n2cccc2)cc1Cl	x	0%	x	x	21	x	-5%
Cc1nc(-c2ccc(F)cc2)n(Cc2ccc(F)c(F)c2)c(=O)c1CCO	5%	-2%	i	u	-16	u	-6%
CCOc1ccccc1CN1CCC2(CCN(C(=O)NC3CCCC3)CC2)Oc2ccccc21	-2%	4%	i	u	17	u	13%
CCN(CC)C(=O)c1csc(N2CCN(c3cccc(Cl)c3)CC2)n1	4%	-15%	0%	u	-9	u	u
CN1C[C@@H](N)C[C@H]1C(=O)N1CCC2(CC1)Nc1ccccc1NC2=O	1%	5%	u	i	1	-3%	-22%
Cc1cc(C)c(S(=O)(=O)NCCS(=O)(=O)N2CCN(c3ccccc3)CC2)c(C)c1	x	7%	x	x	19	x	-11%
COc1ccc(C(=O)N2CC3(C2)C(=O)Nc2ccccc23)cc1	x	-7%[87.6 µM]	-7%[88.5 µM]	i	-9	1%[138 µM]	4%[87.6 µM]
CCN1C(=O)C2CC3(CCN(S(=O)(=O)N(C)C)CC3)CN2C1=O (centres undefined)	6%	9%	i	0%	6	3%	0%
CCCC(=O)N1C[C@@H](CO)[C@H](c2nc(-c3ccncc3)no2)C1	-3%	1%	-3%	1%	-6	i	-9%
COCCNC(=O)N1CCCC(c2noc(COc3ccccc3)n2)C1 (centres undefined)	-6%	3%[12.5 µM]	i	-13%	-6	-17%	80%[activator]
Cc1sc2cc(C(=O)N3CCCC3)[nH]c2c1CN1CCCCC1	1%	3%	5%	-4%	16	4%	-8%

# 3 structures out of the list, ordered by molecular weight, rising.
molecule	FLuc inh	SNCA viab count	GPT2 inhibitor	HEK293 tox	IP6K1 inhibitor	NIH3T3 tox	SNCA expr inhib
CN1C[C@@H](N)C[C@H]1C(=O)N1CCC2(CC1)Nc1ccccc1NC2=O	1%	5%	u	i	1	-3%	-22%
CCN(CC)C(=O)c1csc(N2CCN(c3cccc(Cl)c3)CC2)n1	4%	-15%	0%	u	-9	u	u
Cc1ccc(NC(=O)CSc2nc(=O)n(CCCN(C)C)c3c2CCC3)cc1F	x	-20%	x	x	4	x	-9%

# Of the compounds above, these contain an aryl methoxy group.
molecule	FLuc inh	SNCA viab count	GPT2 inhibitor	HEK293 tox	IP6K1 inhibitor	NIH3T3 tox	SNCA expr inhib
COC(=O)c1ccc(OCC2c3cc(OC)c(OC)cc3CCN2C(=O)c2ccc(F)cc2)cc1 (centres undefined)	x	-18%	x	x	-2	x	-15%
COc1ccc(NC(=O)CN2C(=O)COc3ccc(S(=O)(=O)N4CCOCC4)cc32)cc1	x	1%	x	x	1	x	3%
COc1ccc(-c2cnc(C)o2)cc1S(=O)(=O)Nc1ccc(F)cc1F	x	5%	x	x	6	x	67%[activator]
CCc1cccc2c(C(CC(=O)NCC(C)C)c3ccccc3OC)c[nH]c12 (centres undefined)	-15%	2%	i	u	-9	u	3%
COc1cc(OC)c(NC(=O)CN2CCCN(Cc3ccccc3C)S2(=O)=O)cc1Cl	x	-5%	x	x	4	x	37%[activator]
COc1cc(NC(=O)C(NC(=O)C2CCC(C)CC2)C(C)C)cc(OC)c1OC (centres undefined)	x	4%	x	x	-3	x	25%
COc1ccc(-n2nc(C(=O)Nc3ccc(C)cn3)c3c4ccccc4n(C)c3c2=O)cc1Cl	x	-4%	x	x	-2	x	-6%
COc1cc(C(=O)Nc2nnc(S(=O)(=O)N(C)c3ccccc3)s2)cc(OC)c1OC	x	7%	x	x	-11	x	5%
CCNC(=O)N1C[C@H]2OC(=O)N(Cc3ccc(OC)c(OC)c3)[C@H]2C1	1%	-3%	-10%	0%	4	i	-13%
COc1ccc(C(=O)N2CC(Oc3ccc(F)cc3C)C2)cc1	-6%[172 µM]	-12%[87.6 µM]	-12%[88.5 µM]	u	2	u	1%[87.6 µM]
COc1ccc(CC(=O)NC2CC(=O)N(c3cccc(F)c3)C2)cc1 (centres undefined)	x	17%	x	x	-19	x	32%[activator]
COc1cc(OC)c(NC(=O)c2cnn(-c3ccccc3)c2-n2cccc2)cc1Cl	x	0%	x	x	21	x	-5%
COc1ccc(C(=O)N2CC3(C2)C(=O)Nc2ccccc23)cc1	x	-7%[87.6 µM]	-7%[88.5 µM]	i	-9	1%[138 µM]	4%[87.6 µM]

# Screens (PubChem BioAssay)
